High-throughput results deposited in PubChem BioAssay by National Center for Advancing Translational Sciences (NCATS).
Pol iota inh = blocks human DNA polymerase iota activity. Q9UNA4. Potency, µM (doses to about 115 µM), for the others: at the highest dose activity, negative = inhibition, most hits filed as inhibitors. hit rate 1% among 390,000. Pol iota fluorescent replication assay, 10 min. AID 588590; also: potency is read from the fitted curve at half-maximal effect
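Pol iota at 10 nM preincubated 15 min with compounds at room temperature; reaction started with fluorescent substrate, 50 nM final. Fluorescence read kinetically at 0 and 10 min; buffer-only wells as negative control.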
Apoferritin bind = candidate novel general anesthetic via apoferritin binding; apoferritin/1-aminoanthracene competitive binding, fluorescence; Potency, µM (top dose mostly 77.5 µM), for the others: at the highest dose activity change, negative = displacement, actives largely listed as inhibitors; hit rate 0.074% among 350,000; also: potency is read from the fitted curve at half-maximal effect; % is scaled to controls: 0 for no effect and ±100 for the full control effect; nearly all actives have a fitted effect of over 20% in size
Target sequence (P02791 2-175 limits assumed): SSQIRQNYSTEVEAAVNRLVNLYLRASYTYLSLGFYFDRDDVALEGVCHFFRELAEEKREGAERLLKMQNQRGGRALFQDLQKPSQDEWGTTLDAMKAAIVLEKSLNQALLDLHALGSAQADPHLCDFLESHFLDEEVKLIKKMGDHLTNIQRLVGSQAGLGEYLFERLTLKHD
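Apoferritin-based anesthetic binding model; compound displacement of fluorescent 1-AMA measured as endpoint fluorescence after 10 minutes at room temperature, scaled to free-ligand and complex controls.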
Pol beta inh = DNA polymerase beta (human) inhibition. Potency, µM (highest dose often 114 µM), inactives show top-dose activity change, negative = inhibition, most hits filed as inhibitors. Pol beta primer extension/strand displacement, fluorescence kinetic. AID 485314. hit rate 1.3% among 340,000; also: potency is read from the fitted curve at half-maximal effect; % is scaled to controls: 0 for no effect and ±100 for the full control effect
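Preincubation: enzyme (10 nM) with compound, 15 min, RT. Reaction: substrate added to 50 nM final. Reads: 0 and 10 min. Analysis: normalized, Hill fit.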
Pol kappa inh = blocks human DNA polymerase kappa activity; purified Pol kappa, fluorescent DNA synthesis assay, 10 min; AID 588579; hit rate 0.53% among 400,000; Potency, µM (series often up to 107 µM), inactives show at the highest dose activity, negative = inhibition, actives largely listed as inhibitors; Q9UBT6; also: potency is read from the fitted curve at half-maximal effect; % is scaled to controls: 0 for no effect and ±100 for the full control effect
Target sequence (Q9UBT6 whole entry, looked up): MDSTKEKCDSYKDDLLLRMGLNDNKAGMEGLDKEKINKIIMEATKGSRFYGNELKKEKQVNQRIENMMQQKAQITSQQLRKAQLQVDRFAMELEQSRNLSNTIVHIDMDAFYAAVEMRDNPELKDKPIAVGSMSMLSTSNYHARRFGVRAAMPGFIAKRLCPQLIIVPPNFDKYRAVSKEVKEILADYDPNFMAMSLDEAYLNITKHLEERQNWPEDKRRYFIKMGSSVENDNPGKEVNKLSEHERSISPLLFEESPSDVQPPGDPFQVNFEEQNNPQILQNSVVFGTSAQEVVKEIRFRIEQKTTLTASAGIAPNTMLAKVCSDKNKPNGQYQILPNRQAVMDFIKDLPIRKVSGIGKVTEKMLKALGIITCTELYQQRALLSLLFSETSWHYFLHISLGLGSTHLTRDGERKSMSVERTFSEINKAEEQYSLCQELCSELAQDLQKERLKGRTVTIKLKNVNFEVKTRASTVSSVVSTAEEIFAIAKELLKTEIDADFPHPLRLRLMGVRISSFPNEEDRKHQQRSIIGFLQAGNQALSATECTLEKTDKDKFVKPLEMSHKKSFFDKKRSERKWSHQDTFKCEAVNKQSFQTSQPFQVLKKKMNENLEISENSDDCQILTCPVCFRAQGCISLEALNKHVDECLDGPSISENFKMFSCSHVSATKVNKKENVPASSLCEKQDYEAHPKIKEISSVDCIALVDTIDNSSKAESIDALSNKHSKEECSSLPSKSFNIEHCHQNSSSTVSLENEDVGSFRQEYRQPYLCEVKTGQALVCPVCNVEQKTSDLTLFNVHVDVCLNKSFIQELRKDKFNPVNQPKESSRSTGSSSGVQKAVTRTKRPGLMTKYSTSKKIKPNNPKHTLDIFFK
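50 nM final substrate added after 15 min RT preincubation of 10 nM Pol kappa with compound; fluorescence read at 0 and 10 min.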
POLH inh = inhibitors of human DNA polymerase eta. recombinant Pol eta, fluorescent DNA replication assay. Potency, µM (highest dose often 114 µM), without a hit: at the highest dose activity change, negative = inhibition, actives largely listed as inhibitors. hit rate 1.2% among 390,000. AID 588591; also: potency is read from the fitted curve at half-maximal effect; % is scaled to controls: 0 for no effect and ±100 for the full control effect
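Fluorescent replication assay: 50 nM final substrate added after a 15 min room-temperature compound preincubation with 10 nM enzyme. Signal taken at 0 min and again at 10 min.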
APEX1 inh = blocks human APE1 abasic DNA cleavage; P27695; recombinant APE1, TAMRA/BHQ-2 abasic DNA cleavage fluorescence; Potency, µM (top dose mostly 65.8 µM), without a hit: at the highest dose activity change, negative = inhibition, hits mostly inhibitors; hit rate 0.35% among 350,000;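 also: potency is read from the fitted curve at half-maximal effect; plate controls were vehicle for no effect and reference inhibitor for full effect; nearly all actives have a fitted effect of over 55% in size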
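0.75 nM APE1 + cpd, 15 min RT; start w/ 50 nM TAMRA/BHQ-2 THF-abasic dsDNA; kinetic fluor 525/598 nm ×3 reads @60 s; Δ(read3−read1); normalized to DMSO and NSC13755 control wells.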
Tb PGK inh = blocks T. brucei phosphoglycerate kinase; PGK/GAPDH coupled, Kinase-Glo luminescence, 60 min; Potency, µM (doses to about 57.5 µM), without a hit: top-dose activity change, negative = inhibition, most hits filed as inhibitors; hit rate 0.043% among 380,000; P07378; AID 602233; also: potency is read from the fitted curve at half-maximal effect; % is scaled to controls: 0 for no effect and ±100 for the full control effect; nearly all actives have a fitted effect of over 60% in size
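Recombinant glycosomal PGK reaction used 1,3-bisphosphoglycerate generated in-well by GAPDH (100nM final) in 100mM TEA pH 7.6, 5mM MgCl2, 0.01% Tween-20. After 60 minutes at room temperature, ATP was read by Kinase-Glo Plus luminescence end-point.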
RXFP1 antag = blocks the human relaxin receptor RXFP1. Q9HBX9. AID 1259400. activity change, negative = inhibition, % at 57.5 µM. hit rate 0.59% among 350,000. HEK293-RXFP1, relaxin-stimulated cAMP HTRF, 30 min; hits give low values;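 active = activity change of -60% or lower, but not beyond a set lower limit; inconclusive = change between -60% and -40%, or beyond the set limit; inactive = change above -40%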; also: % is scaled to controls: 0 for no effect and ±100 for the full control effect
BLM helicase inh = inhibitors of human Bloom syndrome helicase BLM | recombinant BLM DNA unwinding, fluorescence dequenching | Potency, µM (top dose mostly 56.1 µM), without a hit: at the highest dose activity change, negative = inhibition, actives largely listed as inhibitors | hit rate 0.2% among 350,000 | AID 2528;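 also: potency is read from the fitted curve at half-maximal effect; plate controls were vehicle for no effect and no enzyme for full effect; nearly all actives have a fitted effect of over 35% in size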
* hit, by the source's call; i = inactive; ? = inconclusive; nt = not tested or not shown; & = joins results of further samples; [ ] = remark or other dose. Unless noted, calls follow the shape of the dose curve; as a rule, active = well fitted curve in the direction sought with a large enough effect; inconclusive = small, poorly fitted or top-dose-only effect, or another doubt; inactive = no such curve, though single readings can be large; an effect the other way counts as inactive or inconclusive. Only part of the results is shown; count on the stated rates, not on these rows.

Every second line gives: Pol iota inh	Apoferritin bind	Pol beta inh	Pol kappa inh	POLH inh	APEX1 inh	Tb PGK inh	RXFP1 antag	BLM helicase inh
> O=C(Nc1cccnc1)c1c(O)c2cccc3c2n(c1=O)CC3
→ -7%	6%	?	-11%	?	10%	i	6	-13%
> CCN(CC)S(=O)(=O)c1ccc(NC(=O)C2CC(=O)N(c3ccc4c(c3)OCCO4)C2)cc1 (stereo not given)
→ -9%	nt	nt	-7%	?	nt	1%	-3	nt
> O=C(CCCn1cc([N+](=O)[O-])cn1)NCc1ccccc1
→ 168%[activator]	-16%	14%	-13%	-19%	?	-9%	2	0%
> Cc1ccc(-n2c(SCc3nc4ccccc4c(=O)[nH]3)nnc2-c2ccccc2O)cc1
→ 3%	-6%	81%	-4%	-10%	1%	4%	5	0%
> COC(=O)c1ccc(C(=O)OC)c(NC(=O)CN2CCN(c3ccc(OC)cc3)CC2)c1
→ 13%	-14%	22%	-13%	-7%	0%	0%	3	-3%
> O=C1c2cccc3cccc(c23)N1Cc1ccc(F)cc1
→ 53%[activator]	12%	-12%	-18%	-6%	10%	-2%	-8	1%
> Cc1ccc(-c2nc(N3CCN(C)CC3)c3ccccc3n2)cc1
→ -4%	-13%	2%	-18%	-5%	7%	3%	0	37%[activator]
> O=C(c1cc2c(=O)n3ccccc3nc2s1)N1CCOCC1
→ 28%	37%[activator]	-1%	-5%	-3%	-2%	-11%	-7	-4%
> CC(C)CC(=O)Nc1ccc(S(=O)(=O)NCc2ccco2)cc1
→ -11%	?	?	-3%	?	-4%	1%	8	-6%
> Cc1ccc(NC(=O)CSc2nc3ccccc3c3nc(CCc4c(C)n[nH]c4C)nn23)cc1F
→ ?	?	5%	-18%	?	5%	-6%	0	?
> Oc1c(N=Nc2ccccn2)ccc2ccccc12
→ 49%[activator]	?	-1%	0%	-26%	-2%	?	-29	-8%
> CCOC(=O)N1CCN(c2cc(=O)n(C)c(=O)n2C)CC1
→ 43%[activator]	5%	-1%	-5%	-4%	20%	11%	-6	1%
> O=C(N/N=C/c1ccco1)C(O)C(O)C(=O)N/N=C/c1ccco1 (stereo not given)
→ -21%	2%	0%	-9%	-5%	24%	-7%	-8	-3%
> O=C(Cc1ccccc1)NCCc1cccc(Cl)c1
→ 7%	-24%	-1%	-16%	5%	-3%	i	-1	8%
> Cc1occc1C(=O)N/N=C/c1ccc(OCc2ccccc2)cc1
→ ?	-3%	-7%	-19%	34%[activator]	-6%	-13%	-3	-22%
> COc1ccccc1-c1nc(SCC(=O)c2ccc(Cl)cc2)n[nH]1
→ -6%	-9%	-8%	-22%	-15%	nt	4%	nt	2%
> Cc1oc(/N=C/c2ccccc2O)c(C#N)c1C
→ -14%[58.9 µM]	-7%	0%	3%	-3%	-8%	i	-22	-8%
> CCn1c(=O)cc(SCC(=O)N2CCC(C)CC2)c2ccccc21
→ -11%	-20%	-1%	-10%	-11%	-1%	-17%	3	1%
> Cc1ccccc1C(=O)NCCc1nnc(SCC(=O)Nc2nc(-c3ccccc3)cs2)n1C
→ 1%	-7%	15%	-2%	7%	-5%	0%	-7	-3%
> OC(COC(c1ccc(Cl)cc1)c1ccc(Cl)cc1)CN1CCN(c2ccccn2)CC1 (stereo not given)
→ -24%	-9%	0%	-10%	-16%	-2%	0%	-10	-10%
> Cc1nn(CC(=O)NCc2ccc(C(=O)O)cc2)c(C)c1[N+](=O)[O-]
→ 21%	-2%	17%	-7%	-8%	1%	i	3	0%
> O=C(COC(=O)C1CC(O)CN1S(=O)(=O)c1ccccc1[N+](=O)[O-])c1ccc[nH]1 (stereo not given)
→ -10%	nt	nt	0%	4%	23%	4%	0	nt
> Cc1nc2ccn(Cc3cccs3)c(=O)c2cc1C(=O)NCc1ccc(Cl)cc1
→ -24%	?	-3%	39%	-9%	nt	-2%	8	-8%
> Cc1cc(C)cc(OCCSc2nc(-c3ccc(C(C)(C)C)cc3)nc3cc(=O)[nH]n23)c1
→ -17%	?	22µM*	-18%	?	nt	4%	-13	-18%
> Cc1cccc(NC(=S)N2CCC(O)CC2)c1C
→ 51%[activator]	-1%	0%	-1%	-14%	8%	-16%	4	-3%
> CCC(C)NC(=O)c1cc(Cl)ccc1OC (stereo not given)
→ 10%	-11%	17%	-5%	-4%	2%	-10%	8	-5%
> O=C(NCc1ccccc1Cl)C1CCN(S(=O)(=O)Cc2ccccc2)CC1
→ 18%	-18%	-1%	-3%	-9%	nt	-9%	-7	-3%
> CCC(C)[C@H]1CNCCN1CC1(c2ccccc2)CC1 (stereo not given in full)
→ ?	nt	nt	-5%	-6%	3%	-10%	nt	nt
> CCOC(=O)C1=NN(c2ccccc2C)C2=NC(C)=C(C(=O)OC)C(c3cccs3)N12 (stereo not given)
→ 13%	-12%	2%	-16%	-15%	-7%	-5%	-16	-12%
> CCn1c(=O)cc(NC2=NCC(C)CN2c2cccc(Cl)c2)n(C)c1=O (stereo not given)
→ 15%	6%	13%	-6%	0%	5%	1%	4	1%

New compounds follow:
Every second line gives: Pol iota inh	Apoferritin bind	Pol beta inh	Pol kappa inh	POLH inh	APEX1 inh	Tb PGK inh	RXFP1 antag	BLM helicase inh
> O=C(Nc1ccccc1C(=O)Nc1ccccc1)c1ccco1
→ 33%[activator]	-1%	7%	-16%	-12%	62%[activator]	-2%	-11	-8%
> CCOC(=O)c1ccc(-n2c(CN3CCC(C(N)=O)CC3)nc3ccc([N+](=O)[O-])cc3c2=O)cc1
→ -17%	?	?	-8%	-2%	?	3%	-19	-6%
> CCOc1ccc(Nc2cc(C(=O)NCc3ccccc3Cl)c3ccccc3n2)cc1
→ -8%	279%[activator]	36%	1%	-2%	nt	-2%	6	5%
> Oc1ccc(Nc2nc(-c3cccs3)cs2)cc1
→ -1%	-4%	-13%	-5%	-3%	4%	i	1	-4%
> CCn1c(COc2ccc(Cl)cc2)nnc1SCc1ccc(C#N)cc1
→ 23%	1%	?	-2%	-20%	-6%	i	-1	3%
> COc1cccc(-c2csc(N3CCN(C(=O)Nc4ccccc4Cl)CC3)n2)c1
→ 0%	0%	0%	-20%	-13%	-3%	0%	0	-7%
> N#Cc1ccc(OS(=O)(=O)c2ccc(-c3ccon3)s2)cc1
→ ?	?	?	-28%	-23%	1%	-12%	1	-11%
> CN(C)S(=O)(=O)c1cccc(NC(=O)COC(=O)/C=C/c2ccc3c(c2)OCO3)c1
→ -4%	-19%	-5%	3%	-4%	2%	-4%	-2	-3%
> Cn1c(=O)c2c(SCC(=O)N3CCN(c4ccccc4)CC3)nc(C3CC3)nc2n(C)c1=O
→ 3%	-7%	27%	-12%	-9%	-3%	2%	0	-2%
> COc1ccc(NC(=O)c2onc(C)c2Cl)cc1
→ -29%	3%	-13%	-3%	-13%	2%	-11%	-9	0%
> CS(=O)(=O)c1ccc(Cl)c(NC(=O)COC(=O)c2ccc(F)cc2Cl)c1
→ 65%[activator]	-8%	13%	-10%	-3%	19%	-4%	17	-2%
> O=C(/C=C/c1ccccc1)NNC1=NS(=O)(=O)c2ccccc21
→ ?	-12%	12%	-29%	0%	1%	-8%	4	-7%
> CC(C)OCCCNc1ncc2c(n1)CC(c1cccs1)CC2=O (stereo not given)
→ 39%[activator]	-10%	1%	-2%	-4%	-1%	7%	1	-6%
> Cc1c(NC(=O)C2CCCCN2S(=O)(=O)c2ccc(Cl)cc2)c(=O)n(-c2ccccc2)n1C (stereo not given)
→ 28%	-2%	0%	5%	-21%	-1%	-9%	nt	-1%
> O=C1OCCN1C(=O)[C@H]1[C@H](c2ccc(F)cc2)C(c2cccc(Cl)c2)=NN1c1ccccc1
→ -8%	563%[activator]	nt	?	-6%	-20%&-9%	-1%	nt	-12%[75.6 µM]
> CCC(C)(C)NC(=O)C(c1ccc(F)cc1)N(Cc1ccco1)C(=O)CCC(=O)Nc1ccccn1 (stereo not given)
→ -12%	?	0%	-4%	-18%	18%	-9%	-2	-5%
> Cc1cccc(C)c1N1C(=O)c2cccc([N+](=O)[O-])c2C1=O
→ 24%	4%	29%	-3%	-20%	-10%	-3%	-3	-1%
> CCOc1ccccc1Nc1nnc(-c2cc3cc(Cl)ccc3oc2=O)s1
→ 6%	-7%	0%	3%[60.1 µM]	-15%	nt	-4%	-2	-3%
> COc1ccc(C(C(=O)NCC2CCCO2)N(C(=O)Cn2nnc3ccccc32)c2ccccc2C(C)=O)cc1OC (stereo not given)
→ 93%[activator]	-11%	22%	4%	-23%	21%	-1%	-1	0%
> O=C(c1ccco1)N(Cc1ccc(Cl)cc1)Cc1ccco1
→ -3%	-7%	?	-1%	-4%	19%	6%	2	-3%
> CCN(/C=N/c1sc2c(c1C#N)CC(C)(C)NC2(C)C)CC
→ 5%	-11%	0%	5%	-2%	1%	nt	-8	0%
> CCN1/C(=C2/SC(=S)N(NC(C)=O)C2=O)Sc2ccc(OC)cc21
→ -10%	-23%	28%	-6%	4%	-15%	-10%	5	-11%
> O=C(CSc1nc2ccccc2o1)NCCOc1ccccc1
→ 4%[58.9 µM]	-13%	15%	-3%	-9%	-3%	7%	10	0%
> CC(=O)c1ccc(NC(=O)CN2c3cccc4cccc(c34)S2(=O)=O)cc1
→ 70%[activator]	nt	nt	-24%	-7%	20%	-4%	2	nt

Part of the list above, reformatted:
| smiles | Pol iota inh | Apoferritin bind | Pol beta inh | Pol kappa inh | POLH inh | APEX1 inh | Tb PGK inh | RXFP1 antag | BLM helicase inh |
| --- | --- | --- | --- | --- | --- | --- | --- | --- | --- |
| N#Cc1ccc(OS(=O)(=O)c2ccc(-c3ccon3)s2)cc1 | ? | ? | ? | -28% | -23% | 1% | -12% | 1 | -11% |
| CCn1c(=O)cc(NC2=NCC(C)CN2c2cccc(Cl)c2)n(C)c1=O (stereo not given) | 15% | 6% | 13% | -6% | 0% | 5% | 1% | 4 | 1% |
| CCN1/C(=C2/SC(=S)N(NC(C)=O)C2=O)Sc2ccc(OC)cc21 | -10% | -23% | 28% | -6% | 4% | -15% | -10% | 5 | -11% |
| CCC(C)[C@H]1CNCCN1CC1(c2ccccc2)CC1 (stereo not given in full) | ? | nt | nt | -5% | -6% | 3% | -10% | nt | nt |
